Screens deposited in PubChem BioAssay by several laboratories.
UBC9 SUMO inh: inhibitors of in vitro SUMOylation cascade, primary screen, biochemical, HTRF, uHTS; SUMO-conjugating enzyme UBC9 (Homo sapiens), P63279; AID 2006, 2009; HTRF SUMOylation assay, SAE1/SAE2 + UBC9; actives 0.36% (n = 290,000); inhibition, % at 35 µM; in the data active = inhibition above about 50%, passing the limit was not always enough; also: strong numbers were not always called active
Target sequence (P63279 whole entry, looked up): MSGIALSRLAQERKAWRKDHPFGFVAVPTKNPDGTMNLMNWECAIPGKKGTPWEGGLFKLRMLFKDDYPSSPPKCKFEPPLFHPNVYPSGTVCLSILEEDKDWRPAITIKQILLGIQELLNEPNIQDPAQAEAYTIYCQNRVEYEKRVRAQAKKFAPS
IMP-1 inhibitor: IMP-1 metallo-beta-lactamase inhibitors, primary screen, biochemical, epi-absorbance readout, Pseudomonas aeruginosa enzyme | purified IMP-1, nitrocefin hydrolysis, epi-absorbance fluorescence | inhibition, % at 5.6 µM | actives 0.45% (n = 290,000) | AID 1556, 2009;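 active = inhibition above the mean plus 3 SD of all compounds in the same screening run, cut at about 4.5% in these data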;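 also: 0% = IMP-1 with DMSO and 100% = DMSO wells lacking enzyme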
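System: purified IMP-1 / Input: IMP-1 dispensed at 0.2 nM / Medium: 50 mM HEPES pH 7.1, 50 µM ZnSO4, 0.05% Brij 35 / Timing: 15 min enzyme–compound preincubation, then 25 min nitrocefin reaction, 25 °C / Technique: plate fluorescence quenching by hydrolysis product, ex 480/em 530 nm / Repeats: singlicate testing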
IDE cell activ: human IDE activators in live cells, primary screen, fluorescence polarization, HEK cells, FAbeta-B substrate; Insulin-degrading enzyme (Homo sapiens), P14735; FAbeta-B cleavage; 0% vehicle, 100% cell-free pure enzyme wells; activation, % at 5.96 µM; actives 0.073% (n = 340,000);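 active = activation above the mean of all tested compounds plus 3 SD, set per screening campaign, cut at about 17% in these data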
pCIP destab: p/CIP-EGFP fusion destabilizers, primary screen, fluorescence, F442A cells; decrease of EGFP signal, % at 10 µM; actives 0.01% (n = 290,000); Q05BA5; 16 h;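 active = EGFP signal decrease of at least 30% at 10 µM or well 3 SD below plate mean, unless failing retest; inactive = the rest, including hits failing retest or dose response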; also: some compounds called inactive have numbers as strong as hits; many of its hits are not listed in these tables
HCV NS3 hel inh: inhibitors of HCV NS3 helicase, primary screen, biochemical, Cy5 molecular beacon fluorescence; Hepatitis C virus NS3 helicase; NS3 helicase DNA unwinding; inhibition, % at 10.9 µM; actives 0.56% (n = 290,000); AID 1800, 2009;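 active = inhibition above the mean of all tested compounds plus 3 SD, set per campaign, cut at about 35% in these data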;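 also: 0% = DMSO wells and 100% = thioflavine S control wells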
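Assay system: hepatitis C virus NS3 helicase domain fragment enzyme. Also added: annealed dual-labelled DNA beacon duplex, ATP-started. Timing: 1 h reaction at 25 °C, ATP-initiated. Technique: Cy5 fluorescence at 0 and 60 min, beacon hairpin quenching. Evaluation: % inhibition of unwinding. Replication: one well per compound.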
IDE cell inh: human IDE inhibitors in live cells, primary screen, fluorescence polarization, HEK cells, FAbetaB substrate | Insulin-degrading enzyme (Homo sapiens), P14735 | FAbetaB cleavage | inhibition, % at 5.59 µM | actives 0.41% (n = 320,000);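 active = percent inhibition above the average of all tested compounds plus 3 SD, set per screening campaign, cut at about 16% in these data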;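 also: IDE supplied by intact live HEK cells; FP after avidin binding of uncleaved biotin substrate so inhibition keeps polarization high; 0% = DMSO wells and 100% = 60 µM reference IDE inhibitor Ii1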
CRFR2-BP antag: antagonists of CRF-BP/CRF-R2 complex, primary screen, cell-based, HEK293, calcium dye fluorescence, uHTS. AID 588475, 2011. inhibition, % at 11.8 µM. CRF-induced calcium fluorescence. actives 0.59% (n = 350,000);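 active = inhibition of the ligand-induced calcium signal above about 50% at the single tested concentration, limit read from the data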
GalR3 antagonist: GalR3 antagonists in HEK293 cells, primary screen, cell-based, fluorescence readout | Galanin receptor type 3 (Homo sapiens), O60755 | HEK293 GalR3-CNG cAMP membrane potential fluorescence; galR3 body fused to GalR1 C-terminus | inhibition, % at 3 µM | actives 0.44% (n = 360,000) | AID 651719, 2012;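 active = inhibition above the screen-wide average plus 3 SD, cut at about 13% in these data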;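 also: forskolin and galanin both at EC90 stimulate the cells; cAMP rise reported by CNG channel membrane potential dye signal; 0% = forskolin plus galanin with DMSO and 100% = forskolin alone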
Target sequence (O60755 1-299 limits assumed): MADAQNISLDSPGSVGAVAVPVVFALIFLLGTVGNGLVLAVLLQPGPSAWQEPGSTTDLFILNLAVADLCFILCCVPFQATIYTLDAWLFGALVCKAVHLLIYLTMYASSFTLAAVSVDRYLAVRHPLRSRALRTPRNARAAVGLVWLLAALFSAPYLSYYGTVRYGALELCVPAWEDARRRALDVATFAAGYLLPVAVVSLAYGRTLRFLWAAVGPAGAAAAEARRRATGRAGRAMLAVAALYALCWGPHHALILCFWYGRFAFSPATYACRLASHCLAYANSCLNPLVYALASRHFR
VIM-2 inhibitor: VIM-2 metallo-beta-lactamase inhibitors, primary screen, biochemical, epi-absorbance readout, Pseudomonas aeruginosa enzyme; inhibition, % at 5.6 µM; purified VIM-2, nitrocefin hydrolysis, epi-absorbance fluorescence; actives 0.89% (n = 290,000); AID 1527, 2009;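 active = inhibition above the mean of all tested compounds plus 3 SD, cutoff set per screening run, cut at about 7.5% in these data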;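 also: red hydrolysis product quenches plate fluorescence so inhibitors raise well fluorescence; 0% = enzyme with DMSO and 100% = DMSO without enzyme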
An asterisk follows results filed as active; / = no result given.

IDE cell inh	IMP-1 inhibitor	HCV NS3 hel inh	VIM-2 inhibitor	CRFR2-BP antag	pCIP destab	IDE cell activ	UBC9 SUMO inh	GalR3 antagonist	structure
1	-1.5	-15	-3.0	-89	-1	7	10	-6	CSc1ccc(S(=O)(=O)Nc2ccc(S(=O)(=O)Nc3ccc(C)cc3)cc2)cc1
-3	-0.2	-16	-4.1	-6	-14	5	28	-2	Cc1ccc(-c2cc(C(=O)N3CCN(c4ccccc4O)CC3)c3ccccc3n2)o1
1	-1.0	-4	-0.4	2	-12	7	-4	-4	O=C(CNS(=O)(=O)c1ccc(Br)s1)N1CCN(C(=O)c2ccco2)CC1
-4	-2.6	18	-5.0	8	-29	-2	29	5	CCOC(=O)c1sc2nc3c(SCCC#N)cc(C(=O)c4cc(F)ccc4O)cn3c(=O)c2c1C
25*	-2.8	-6	-2.9	-11	0	-21	-10	-6	CCCCOCCCNc1ncnc2c1[nH]c1ccccc12
-11	0.4	10	-2.6	-13	4	10	-6	-5	Cc1ccc(NC(=O)CC2SC(=NCC3CCCO3)NC2=O)cc1Cl (stereo unspecified)
1	0.6	-9	0.3	-13	0	8	-2	7	COCCCNC(=O)Cn1c(=O)n(Cc2ccc(C(=O)NCCc3ccc(OC)c(OC)c3)cc2)c(=O)c2ccccc21
-1	-0.1	3	0.0	16	0	0	17	-5	O=C(O)c1cc(Cl)c(Cl)cc1C(=O)N(Cc1ccccc1)Cc1ccccc1
-1	/	/	/	11	/	0	/	-7	COc1cc(OCc2ccccc2)c(C(=O)/C=C/c2ccc3c(c2)OCO3)c(OC)c1OC
2	/	/	/	-2	/	1	/	-2	CCOC(=O)c1ccccc1NC(=O)CSc1nc2ccccc2c(=O)n1CCCN1CCOCC1
1	/	/	/	-6	/	-3	/	-7	CC(OC(=O)c1ccc(F)c(S(=O)(=O)N2CCOCC2)c1)C(=O)NCC1CCCCC1 (stereo unspecified)
10	-0.5	-8	-2.8	11	-17	3	-13	2	Cn1c(=O)c2c(ncn2CC(=O)N/N=C/C(Cl)=C/c2ccccc2)n(C)c1=O
/	-0.9	-1	-1.1	2	7	-3	12	0	O=C(CNS(=O)(=O)c1ccc(Br)cc1)Nc1ccc2c(c1)OCCO2
-4	-0.5	-1	0.0	8	-8	4	6	-8	CCOC(=O)N1CCN(C(=O)CS(=O)(=O)Cc2nc(-c3cccc(OC)c3)oc2C)CC1
7	-0.8	-5	-2.0	-20	-3	-6	-1	-7	COc1ccc(C(=O)OCCN=C2NS(=O)(=O)c3ccccc32)cc1OC
-2	-1.3	3	-1.7	17	0	3	6	-1	Cc1ccc(C(=O)NCCc2ccc(S(N)(=O)=O)cc2)o1
1	-2.5	-6	-1.4	10	-2	0	2	0	CCCc1nc2ccccc2c(=O)n1/N=C/c1ccc(O)cc1O
0	/	/	/	0	/	0	/	3	CCn1c(N)c(C(=O)COC(=O)CCc2nc3ccccc3c(=O)[nH]2)c(=O)[nH]c1=O
-3	-0.4	-7	-2.0	12	6	-3	-18	-3	Cc1ccccc1N1CCN(S(=O)(=O)c2ccc3oc(=O)ccc3c2)CC1
3	-0.3	-10	-2.2	-9	-6	-3	4	-7	O=C(NC12CC3CC(CC(C3)C1)C2)c1cccnc1Cl
-1	-1.7	-11	-0.2	-14	-6	6	2	-6	COc1ccc(Nc2nc(N)nc(C(F)(F)F)n2)c(OC)c1
1	-0.9	-2	-1.0	-5	4	3	11	1	CCOC(=O)c1c(C)n(C)c2ccc(OC(C)=O)cc12
/	-3.1	-9	-3.1	6	-3	1	-3	-5	COC(=O)c1sccc1NC(=O)Nc1cc(C)ccc1OC
4	/	/	/	-10	/	3	/	-7	CCCCCCSc1ccc([C@H]2N[C@@](Cc3ccccc3)(C(=O)OC)[C@H]3C(=O)N(CC)C(=O)[C@@H]23)cc1
1	-1.6	17	-1.7	-6	0	2	9	-1	COc1cc(NS(=O)(=O)c2ccc(NC(=S)NC(=O)CC(C)C)cc2)nc(OC)n1
-4	-1.6	4	-2.7	-1	5	2	-5	-1	CC(=O)Nc1ccc2c(c1)OCO2
5	-1.6	-1	-0.7	-26	-4	3	11	-4	CCC(=O)N(Cc1cc(=O)[nH]c2ccccc12)c1ccc(C)cc1
5	-1.6	3	-1.4	14	-1	4	26	0	CCCCNC(=O)CCn1c(=O)c2ccccc2n(CC(=O)Nc2ccccc2OCC)c1=O
0	-3.8	-1	-1.6	-29	3	-7	8	/	CC1CN(C(=O)CCC(=O)NCc2cccnc2)c2ccccc2O1 (stereo unspecified)
-1	-4.1	14	-3.6	0	-21	1	11	-7	Cn1nc(C(C)(C)C)c([N+](=O)[O-])c1C(N)=O
1	-0.5	17	-5.7	3	-8	6	-2	-6	CCc1ccc(CNC(=O)CCS(=O)(=O)Cc2ccccc2F)cc1
-5	/	/	/	-1	/	0	/	-3	NC(=O)C1CCN(C(=O)C(Cc2ccccc2)NC(=O)c2ccccc2)CC1 (stereo unspecified)
3	/	/	/	-6	/	-1	/	-3	COc1ccc(CCNC(=O)CNS(=O)(=O)c2ccc(Br)cc2)cc1
-6	-1.7	7	-4.7	0	-4	4	21	-5	CC1CCCCN1C(=O)CNCC1CCCO1 (stereo unspecified)
2	-1.1	-1	-2.4	-2	-14	2	4	2	CCn1cnc2sc(C(=O)Nc3ccc4c(c3)OCO4)c(C)c2c1=O
3	0.7	-23	-0.2	4	-5	3	4	-3	O=C(Nc1ccncc1)c1ccc(Cl)c([N+](=O)[O-])c1
3	-3.4	4	-0.6	6	6	-13	-1	-11	Oc1ccc(/C=N/n2c(C3CCCCC3)n[nH]c2=S)c(O)c1
-4	-0.7	-8	0.4	-2	-5	-1	20	-6	CCN(CC)S(=O)(=O)c1ccc(N/N=C/c2cccnc2)nc1
0	-4.5	6	-1.3	-6	-20	4	21	-10	Cn1ccnc1SCC(=O)Nc1ccc2c(c1)OCO2
-5	-1.7	-4	-1.3	-28	-8	0	1	2	CC(=O)c1cccc(NS(=O)(=O)c2c(C)noc2C)c1
1	-2.9	3	-2.6	18	-2	5	-14	-5	COc1ccc(S(=O)(=O)N2CCOCC2)cc1C(C)C
3	-4.2	-5	-2.2	-7	6	-2	-15	-2	Cc1cccc(-n2ncc3c(NCc4ccccc4)ncnc32)c1
-2	-0.8	2	-1.5	14	2	5	-25	3	C=CCNC(=O)CN1C2CCCC1CC(NC(=O)c1ccccc1C)C2 (stereo unspecified)
-3	-2.4	-1	-1.1	25	1	1	16	-5	O=C(O)c1cc(-c2ccc(Cl)cc2)n(-c2ccc(Cl)cc2)n1
0	-5.1	0	-5.0	15	-6	1	-4	/	CC(=O)c1ccc(NC(=O)c2cc(CC(C)C)on2)cc1
3	-4.0	-2	-2.7	7	6	-1	1	-7	CCS(=O)(=O)c1nc(S(=O)(=O)c2ccc(C)cc2)c(N2CCCC(C)C2)s1 (stereo unspecified)
6	-3.1	1	-3.7	5	-6	-1	0	0	Cc1ccc2nc(C)c(C(=O)NN=C3CCN(C)CC3)n2c1
-2	1.9	4	0.7	19	-4	8	2	-2	COc1cc(-c2noc(CCCC(=O)NC3CCCCC3)n2)cc(OC)c1OC
2	-5.9	4	-5.5	-3	-13	0	35	0	CCC1=[N+](CC(=O)c2ccc(C)cc2)CCn2cccc21
14	-2.2	6	0.4	4	-4	4	26	-5	CCOC(=O)c1ccc(Nc2nnc(C)c3ccccc23)cc1

(continued)
IDE cell inh	IMP-1 inhibitor	HCV NS3 hel inh	VIM-2 inhibitor	CRFR2-BP antag	pCIP destab	IDE cell activ	UBC9 SUMO inh	GalR3 antagonist	structure
-3	-3.0	2	-2.0	-6	-10	0	20	-2	COc1ccc(S(=O)(=O)N2CCC3(CC2)OCCO3)cc1
4	-4.9	2	-2.9	22	-4	-2	0	-6	Cn1c(SCC(=O)N2CCN(Cc3ccccc3)CC2)nnc1-c1ccncc1
1	-1.2	-21	1.1	0	-1	5	4	-5	CN1CCN(CCCCOc2cccc3ccccc23)CC1
0	-0.5	-5	-7.6	-3	-4	2	4	3	Cc1nn(C)cc1/C=N/NC(=O)c1sc2ccccc2c1Cl
2	1.3	-5	-2.2	10	-1	-5	6	-9	CC12CC(NC(=O)N1c1cccc(C(=O)NCc3ccc4c(c3)OCO4)c1)c1cc(Cl)ccc1O2 (stereo unspecified)
-4	-3.2	2	-2.0	-18	/	0	/	3	Cc1ccc(C)c(N/C=C(\C#N)c2nc3ccccc3o2)c1
8	/	/	/	-2	/	7	/	-4	C=CC(COCc1ccccc1)N([C@@H](Cc1ccccc1)C(=O)OC)S(=O)(=O)c1ccccc1Br (stereo partly specified)
6	/	/	/	-3	/	1	/	-6	COc1ccc(CN(C)C(=O)c2ccc(NS(=O)(=O)c3ccc4[nH]c(=O)[nH]c4c3)cc2)c(OC)c1OC
1	-1.3	-3	0.2	0	-8	4	13	-2	CCCOc1ccc(/C(O)=C2/C(=O)C(=O)N(CCCn3ccnc3)C2c2ccco2)cc1 (stereo unspecified)
-1	-2.8	13	-2.5	4	-10	6	1	-3	Cc1noc(NS(=O)(=O)c2ccc(NC(=O)C34CC5CC(C3)CC(n3cnc(Br)n3)(C5)C4)cc2)c1C
-1	-3.0	5	-2.2	-7	4	3	10	-6	Cc1cccc[n+]1CCCCCCCCCC[n+]1ccccc1C
4	1.5	-8	1.5	0	-8	-2	62*	-4	O=C(N/N=C/c1ccc([N+](=O)[O-])o1)c1cc(-c2ccc(-c3ccccc3)cc2)nc2ccccc12
3	-3.6	1	-2.0	8	12	6	2	-3	Cn1c(C(=O)OC(C(=O)NCC2CCCO2)c2cccnc2)cc2sccc21 (stereo unspecified)
-1	-1.1	-10	-0.2	-1	4	5	38	-11	N#C/C(=C\c1c(Cl)cccc1Cl)c1nc2ccccc2[nH]1
0	0.0	1	-2.0	-63	-2	4	-27	-3	O=C(CCC(=O)Nc1cccc(Cl)c1)N/N=C/c1cc([N+](=O)[O-])ccc1O
1	-2.7	0	-7.4	2	1	1	-36	1	COc1cc([N+](=O)[O-])ccc1NC(=S)NNC(=O)CCC(=O)Nc1ccccc1Cl

Grouped by structure: the compounds so far with a COOH group.
IDE cell inh	IMP-1 inhibitor	HCV NS3 hel inh	VIM-2 inhibitor	CRFR2-BP antag	pCIP destab	IDE cell activ	UBC9 SUMO inh	GalR3 antagonist	structure
-1	-0.1	3	0.0	16	0	0	17	-5	O=C(O)c1cc(Cl)c(Cl)cc1C(=O)N(Cc1ccccc1)Cc1ccccc1
-3	-2.4	-1	-1.1	25	1	1	16	-5	O=C(O)c1cc(-c2ccc(Cl)cc2)n(-c2ccc(Cl)cc2)n1
